TcdB inh = TcdB glycohydrolase inhibition; 350,000 compounds, 0.24% hits; AID 652162; inhibition, % at 9.99 µM; TcdB glycohydrolase enzymatic assay, plate reader; P18177; in the data active = inhibition above about 10%
Vc quorum ag = induces V. cholerae light production without autoinducers; activation, % at 18.7 µM; 350,000 compounds, 0.16% hits; V. cholerae BH1578 lux reporter, luminescence, 6 h; AID 588436; in the data active = activation mostly above about 9.7%, no sharp cut-off; inconclusive = no clear call, values can overlap the other calls; inactive = mostly below about 3.7%; also: not every result past the cut was called active; inactives centre near 0; reference of the scale not given here
PriA SSB inh = blocks PriA binding to SSB C-terminal tail | AlphaScreen SSBct-PriA binding, biotinylated peptide | 430,000 compounds, 0.6% hits | inhibition, % at 33 µM; in the data active = inhibition mostly above about 37%, no sharp cut-off; inactive = mostly below about 20%;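 also: plate controls were negative control peptide for no effect and reference peptide for full effect; strong numbers were not always called active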
PfHsp40 rescue = restores yeast growth despite PfHsp40 toxicity. S. cerevisiae expressing PfHsp40, growth rescue, ATP luminescence. growth rescue, % at 12.5 µM. 340,000 compounds, 0.68% hits; in the data active = growth rescue above about 28%, passing the limit was not always enough; inconclusive = no clear call, values can overlap the other calls;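 also: yeast W303a lacking pdr1 and pdr3 grown in galactose medium; growth measured after three days at 30 °C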
3CLpro inhibitor = SARS-CoV 3CLpro protease inhibition; P0C6X7; recombinant SARS-CoV 3CLpro, quenched FRET peptide cleavage; inhibition, % at 6 µM; 290,000 compounds, 0.14% hits; AID 1706; in the data active = inhibition above about 12%
BoNT A protease = blocks Botulinum neurotoxin A light chain protease; inhibition, % at 10 µM; AID 588499; 360,000 compounds, 0.17% hits; multiplex microsphere protease substrate cleavage, flow cytometry; also: plate controls were buffer without enzyme for full effect and enzyme alone for no effect
Yp Topo-I inh = blocks Yersinia pestis topoisomerase I activity | activity, % at 10 µM | Y. pestis Topo-I cleavage product accumulation, plate reader | 360,000 compounds, 0.064% hits | AID 504884; in the data active = activity above about 50%, passing the limit was not always enough; inconclusive = no clear call, values can overlap the other calls; also: inactives centre near 2
PrPC surface inh = cell surface PrPC inhibition, primary TR-FRET screen; TR-FRET read-out; inhibition, % at 13.8 µM; 370,000 compounds, 0.43% hits; in the data active = inhibition above about 24%; also: 0% = median of the test wells and 100% = reference compound wells
Anthrax LF inh2 = blocks Bacillus anthracis lethal factor protease | P15917 | multiplex microsphere protease cleavage assay, LF | inhibition, % at 10 µM | 360,000 compounds, 0.12% hits; also: plate controls were buffer without enzyme for full effect and enzyme alone for no effect
The depositor's hits bear a star; & = joins results of further samples. Rule as the data show it, unless noted: active = inhibition above about 30%; inconclusive = no clear call, values can overlap the other calls; inactive = below that. Some of the compounds tested, so the mix of outcomes need not match the whole.

`O=C1CCCC2C3CCCN4CCCC(CN12)C34` (stereo unspecified) gave TcdB inh -0.7, Vc quorum ag -0.5, PriA SSB inh -4, PfHsp40 rescue -0.9, 3CLpro inhibitor 1, BoNT A protease -0.7, Yp Topo-I inh -4, PrPC surface inh 0 and Anthrax LF inh2 -8.
CCN1CCN(c2ccc(S(=O)(=O)N3CCOCC3)cc2NC(=O)c2cc(F)c(F)c(F)c2F)CC1 was read as TcdB inh 0.5, Vc quorum ag -0.4, BoNT A protease 0.2, Yp Topo-I inh -6, PrPC surface inh -7 and Anthrax LF inh2 -1.
Screening O=c1oc(-c2cccs2)nc2ccc(Cl)cc12 returned TcdB inh 1.7, Vc quorum ag -1.0, PriA SSB inh -10, PfHsp40 rescue -1.0, 3CLpro inhibitor 3, BoNT A protease -0.3, Yp Topo-I inh -2, PrPC surface inh -8 and Anthrax LF inh2 -1.
For O=C(NNS(=O)(=O)c1ccccc1C(F)(F)F)c1cc2ncc(C(F)(F)F)cc2s1 the results were TcdB inh -0.1, Vc quorum ag -0.6, PriA SSB inh 2, 3CLpro inhibitor 0, Yp Topo-I inh 4 and PrPC surface inh -4.
Screening CC(=O)NC(C)C12CC3CC(CC(CC(=O)O)(C3)C1)C2 (stereo unspecified) returned Vc quorum ag 2.8, PriA SSB inh -9, PfHsp40 rescue 0.6, 3CLpro inhibitor -4, BoNT A protease -0.2, Yp Topo-I inh -2, PrPC surface inh 3 and Anthrax LF inh2 1.
COC(=O)c1ccccc1NC(=O)c1nc2nc(C)cc(C(F)F)n2n1 was read as Vc quorum ag 0.8, PriA SSB inh -28, PfHsp40 rescue 4.3, 3CLpro inhibitor 8, BoNT A protease -0.8, Yp Topo-I inh -3, PrPC surface inh 22 and Anthrax LF inh2 -11.
Cc1ncsc1CCOC(=O)C12CC3CC(CC(C3)C1)C2 was read as Vc quorum ag 7.1, PriA SSB inh -22, PfHsp40 rescue -0.1, 3CLpro inhibitor -3, BoNT A protease 1.3, Yp Topo-I inh 42, PrPC surface inh 0 and Anthrax LF inh2 4.
`COc1ccc(/C(O)=C2/C(=O)C(=O)N(CCCN3CCOCC3)C2c2ccc(N(C)C)cc2)cc1` (stereo unspecified) gave TcdB inh -1.0, Vc quorum ag -0.4, PfHsp40 rescue 0.6, 3CLpro inhibitor -3, BoNT A protease -0.4, Yp Topo-I inh 4, PrPC surface inh -4 and Anthrax LF inh2 -11.
Screening O=C1c2oc3ccccc3c(=O)c2C(c2cccc(Br)c2)N1Cc1ccco1 (stereo unspecified) returned Vc quorum ag inactive, PriA SSB inh -15, PfHsp40 rescue 0.6, 3CLpro inhibitor -4, BoNT A protease -0.8, Yp Topo-I inh 3, PrPC surface inh -2 and Anthrax LF inh2 -1.
Fc1ccc(F)c(NC(=S)NCCc2ccccc2)c1 was read as TcdB inh 0.8, Vc quorum ag -0.1, PriA SSB inh -6, PfHsp40 rescue 6.3, 3CLpro inhibitor 7, BoNT A protease 0.3, Yp Topo-I inh -1, PrPC surface inh 10 and Anthrax LF inh2 2.
Cc1ccc(S(=O)(=O)N(C)CCCC(=O)Nc2ccc(F)cc2)cc1 was read as TcdB inh -0.4, Vc quorum ag -0.3, PriA SSB inh -11, PfHsp40 rescue -0.6, 3CLpro inhibitor -3, BoNT A protease -0.6, Yp Topo-I inh 4, PrPC surface inh 9 and Anthrax LF inh2 -10.
`NC(=O)Cn1c(=O)n(CCc2ccccc2)c(=O)c2c3c(sc21)CCCC3` gave Vc quorum ag -2.4, PriA SSB inh -6&-10, PfHsp40 rescue 0.1, 3CLpro inhibitor 0, BoNT A protease -1.1, Yp Topo-I inh 9, PrPC surface inh 2 and Anthrax LF inh2 -3.
O=S(=O)(c1ccc(F)cc1)N1CN2CCN(C2)C1 was read as TcdB inh -0.1, Vc quorum ag inactive, PriA SSB inh -13, PfHsp40 rescue -0.7, 3CLpro inhibitor -5, BoNT A protease 7.2, Yp Topo-I inh -1, PrPC surface inh 6 and Anthrax LF inh2 -11.
O=S(=O)(NCc1nnc2ccccn12)c1ccc(Cl)cc1 was read as TcdB inh -2.5, Vc quorum ag inactive, PriA SSB inh 7, PfHsp40 rescue -0.5, BoNT A protease inconclusive, Yp Topo-I inh -10, PrPC surface inh 5 and Anthrax LF inh2 2.
O=C(Cn1cnc2ccccc2c1=O)c1ccc(Br)cc1 was read as TcdB inh 0.9, Vc quorum ag 0.6, PriA SSB inh 2, PfHsp40 rescue 2.4, 3CLpro inhibitor 2, BoNT A protease -0.6, Yp Topo-I inh -10, PrPC surface inh 1 and Anthrax LF inh2 0.
CN1/C(=C\C(=O)COC(=O)c2nccnc2N)C(C)(C)c2ccccc21 was read as TcdB inh 1.5, Vc quorum ag inactive, PriA SSB inh 3, PfHsp40 rescue -0.4, Yp Topo-I inh 1 and PrPC surface inh -1.
Cc1nn(-c2ccccc2)c2nc3c(cc12)C(=O)CCC3 was read as TcdB inh 0.7, Vc quorum ag -0.5, PriA SSB inh -8, PfHsp40 rescue -0.1, 3CLpro inhibitor 1, BoNT A protease 0.2, Yp Topo-I inh -6, PrPC surface inh 0 and Anthrax LF inh2 2.
Screening Cc1ccccc1NS(=O)(=O)c1ccc(C(=O)NCC2(N3CCOCC3)CCCCC2)cc1 returned TcdB inh 2.2, Vc quorum ag -0.3, PriA SSB inh -19, PfHsp40 rescue -0.4, BoNT A protease 0.1, Yp Topo-I inh 16, PrPC surface inh 5 and Anthrax LF inh2 -7.
For Cc1csc(SCC(=O)O)n1 the results were Vc quorum ag -0.6, PriA SSB inh -3, PfHsp40 rescue -1.6, 3CLpro inhibitor 2, BoNT A protease 1.1, Yp Topo-I inh -3, PrPC surface inh 0 and Anthrax LF inh2 5.
For CC1(c2ccccc2)CC(C)(C)N(C(=O)C2CCCO2)c2ccccc21 (stereo unspecified) the results were TcdB inh 4.3, Vc quorum ag inactive, PriA SSB inh -7, PfHsp40 rescue 15, 3CLpro inhibitor 1, BoNT A protease -1.6, Yp Topo-I inh 1, PrPC surface inh 7 and Anthrax LF inh2 -1.
For CCOc1ccc(NC(=S)NC(=O)/C=C/c2ccc(C)cc2)c([N+](=O)[O-])c1 the results were Vc quorum ag -8.0, PriA SSB inh 11, PfHsp40 rescue -0.4, 3CLpro inhibitor 11, BoNT A protease 0.1, Yp Topo-I inh 0, PrPC surface inh -1 and Anthrax LF inh2 -3.
CCN(CC)C(=O)CN(c1ccc2c(c1)OCO2)S(C)(=O)=O was read as Vc quorum ag -2.0, PriA SSB inh -3, PfHsp40 rescue -0.9, 3CLpro inhibitor -1, BoNT A protease 0.4, Yp Topo-I inh -6, PrPC surface inh 4 and Anthrax LF inh2 0.
For O=C(O)c1ccc2c(=O)n(Cc3ccccc3)c(SCc3ccc([N+](=O)[O-])cc3)nc2c1 the results were TcdB inh 1.1, Vc quorum ag -0.6, PriA SSB inh 5, PfHsp40 rescue -0.8, 3CLpro inhibitor 7, BoNT A protease -0.8, Yp Topo-I inh 4, PrPC surface inh 3 and Anthrax LF inh2 4.
CCOc1ccc(CCNC(=O)COC(=O)/C=C/c2ccccc2)cc1OCC was read as TcdB inh 0.4, Vc quorum ag inactive, PriA SSB inh -3, PfHsp40 rescue 1.0, BoNT A protease -0.7, Yp Topo-I inh 1, PrPC surface inh -9 and Anthrax LF inh2 1.

The final 2 entries of the part before are carried over, then new ones follow.
For O=C(O)c1ccc2c(=O)n(Cc3ccccc3)c(SCc3ccc([N+](=O)[O-])cc3)nc2c1 the results were TcdB inh 1.1, Vc quorum ag -0.6, PriA SSB inh 5, PfHsp40 rescue -0.8, 3CLpro inhibitor 7, BoNT A protease -0.8, Yp Topo-I inh 4, PrPC surface inh 3 and Anthrax LF inh2 4.
CCOc1ccc(CCNC(=O)COC(=O)/C=C/c2ccccc2)cc1OCC was read as TcdB inh 0.4, Vc quorum ag inactive, PriA SSB inh -3, PfHsp40 rescue 1.0, BoNT A protease -0.7, Yp Topo-I inh 1, PrPC surface inh -9 and Anthrax LF inh2 1.
O=C(O)COc1ccccc1/C=N/NC(=O)c1cccc(S(=O)(=O)Nc2cccc(Cl)c2)c1 was read as TcdB inh -1.0, Vc quorum ag inactive, PfHsp40 rescue 0.6, 3CLpro inhibitor 7, BoNT A protease 0.4, Yp Topo-I inh 5, PrPC surface inh 3 and Anthrax LF inh2 -1.
For O=C(CCS(=O)(=O)c1ccc(F)cc1)N1CCN(c2ccccc2)CC1 the results were TcdB inh -0.6, Vc quorum ag inactive, PriA SSB inh 1&2, PfHsp40 rescue 1.6, BoNT A protease 3.0, Yp Topo-I inh 6, PrPC surface inh 5 and Anthrax LF inh2 -3.
`COc1cccc(N2C(=O)CC(=O)NC2=O)c1` gave Vc quorum ag 2.9, PriA SSB inh -16, PfHsp40 rescue 0.3, 3CLpro inhibitor 0, BoNT A protease -1.2, Yp Topo-I inh -7, PrPC surface inh 1 and Anthrax LF inh2 -1.
CCOC(=O)c1[nH]c(=O)[nH]c1CNc1ccccc1C#N was read as TcdB inh 2.5, Vc quorum ag inactive, PriA SSB inh -3, PfHsp40 rescue 0.3, 3CLpro inhibitor 0, BoNT A protease 7.2, Yp Topo-I inh 2, PrPC surface inh 1 and Anthrax LF inh2 0.
c1ccc2c(c1)Cc1cc(CN3CCOCC3)ccc1-2 was read as Vc quorum ag -0.5, PriA SSB inh -8, PfHsp40 rescue -0.2, 3CLpro inhibitor 2, BoNT A protease 0.5, Yp Topo-I inh 1, PrPC surface inh -4 and Anthrax LF inh2 -3.
`CN(Cc1ccccc1)c1nc2c(c(=O)[nH]c(=O)n2C)n1CCCc1ccccc1` gave Vc quorum ag -1.1, PriA SSB inh 9, PfHsp40 rescue 3.8, 3CLpro inhibitor 1, BoNT A protease 1.0, Yp Topo-I inh 25, PrPC surface inh 4 and Anthrax LF inh2 0.
For NS(=O)(=O)c1ccc(NC(=O)C2Cc3ccccc3CN2C(=O)c2ccco2)cc1 (stereo unspecified) the results were TcdB inh 1.4, Vc quorum ag -1.2, PriA SSB inh 8, PfHsp40 rescue -0.5, 3CLpro inhibitor 0, BoNT A protease 2.2, Yp Topo-I inh 1, PrPC surface inh 2 and Anthrax LF inh2 0.
`COC(=O)CN(c1c(C)cccc1C)S(C)(=O)=O` gave Vc quorum ag inactive, PriA SSB inh -10, PfHsp40 rescue 1.9, 3CLpro inhibitor 1, BoNT A protease -0.6, Yp Topo-I inh 4, PrPC surface inh -1 and Anthrax LF inh2 -3.
For COc1ccccc1OCCn1c(=O)n(C)c2ccccc21 the results were TcdB inh 0.3, Vc quorum ag -0.4, PriA SSB inh -8, PfHsp40 rescue 0.0, 3CLpro inhibitor 1, BoNT A protease -1.2, Yp Topo-I inh 5, PrPC surface inh 1 and Anthrax LF inh2 -8.
`Cc1c(NC(=O)COC(=O)Cc2ccc(F)cc2)c(=O)n(-c2ccccc2)n1C` gave TcdB inh 2.2, Vc quorum ag 2.0, PriA SSB inh -4, PfHsp40 rescue -0.4, BoNT A protease 1.7, Yp Topo-I inh 3, PrPC surface inh 0 and Anthrax LF inh2 5.
`O=Nc1c(O)n(Cc2c(Cl)cccc2Cl)c2ccccc12` gave TcdB inh 0.7, Vc quorum ag inactive, PriA SSB inh -6, PfHsp40 rescue -0.8, 3CLpro inhibitor 2, BoNT A protease -2.3, Yp Topo-I inh 28, PrPC surface inh -7 and Anthrax LF inh2 -1.
For CCOC(=O)C1=CN(Cc2cccc(-c3ccc4c(c3)OCO4)c2)S(=O)(=O)N(C)C1C (stereo unspecified) the results were TcdB inh 0.1, Vc quorum ag inactive, PriA SSB inh -17, PfHsp40 rescue 0.1, BoNT A protease -0.2, Yp Topo-I inh 27, PrPC surface inh 2 and Anthrax LF inh2 -11.
Screening CC(C)(C#N)NC(=O)C1CCCN1S(=O)(=O)c1ccc2ccccc2c1 (stereo unspecified) returned TcdB inh -0.3, Vc quorum ag -3.3, PriA SSB inh -9, PfHsp40 rescue 0.2, 3CLpro inhibitor 5, BoNT A protease 0.1, Yp Topo-I inh -4, PrPC surface inh -3 and Anthrax LF inh2 2.

From PubChem
